D2 potentiator: D2 dopamine receptor (human) potentiation; P14416; HEK293 T-REx D2, calcium flux, EC20 dopamine potentiation; potentiation, % at 10 µM; actives 0.34% (n = 340,000); AID 485347;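 active means potentiation over 3 SD above the plate norm, cut at about 30% in these data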; further: 0% is about no effect
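Cells plated with tetracycline inducer and held overnight at 30 C; calcium dye loaded 30–90 min at room temperature; baseline taken, compound added and read 180 s; EC20 dopamine then added and read 180 s.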
TRHR PAM: allosteric enhancers of human TRH receptor | P34981 | TRHR cells, fluo-8 calcium fluorescence, EC20 TRH enhancement | enhancement, % at 2 µM | actives 0.66% (n = 360,000); in the data active means enhancement above about 30%; further: 0% is about no effect
Target sequence (P34981 whole entry, looked up): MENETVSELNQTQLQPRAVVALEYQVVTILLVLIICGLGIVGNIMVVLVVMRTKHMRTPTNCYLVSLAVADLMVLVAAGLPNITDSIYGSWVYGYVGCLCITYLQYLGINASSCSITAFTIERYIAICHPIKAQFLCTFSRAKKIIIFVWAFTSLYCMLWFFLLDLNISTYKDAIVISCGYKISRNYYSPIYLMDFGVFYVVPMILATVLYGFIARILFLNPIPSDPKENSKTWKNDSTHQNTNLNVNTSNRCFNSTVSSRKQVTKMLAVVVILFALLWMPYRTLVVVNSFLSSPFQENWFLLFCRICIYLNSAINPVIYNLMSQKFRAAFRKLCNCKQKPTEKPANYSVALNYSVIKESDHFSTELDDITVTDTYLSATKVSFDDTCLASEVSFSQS
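TRHR-expressing cells loaded with fluo-8 calcium dye were read kinetically (ex 480/em 530) during compound addition, then stimulated with an EC20 of TRH (10 nM final). Enhancement of the Gq-mediated intracellular calcium response was scored.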
D1 antag: human D1 dopamine receptor antagonism. HEK293 TREx D1 cells, calcium flux, dopamine EC80; active compounds read low. activity change, negative = inhibition, % at 10 µM. actives 3.2% (n = 360,000). P21728. AID 504652; in the data active means activity change below about -30%; further: on the % scale 0 is the no-effect control and ±100 the full control effect
Target sequence (P21728 whole entry, looked up): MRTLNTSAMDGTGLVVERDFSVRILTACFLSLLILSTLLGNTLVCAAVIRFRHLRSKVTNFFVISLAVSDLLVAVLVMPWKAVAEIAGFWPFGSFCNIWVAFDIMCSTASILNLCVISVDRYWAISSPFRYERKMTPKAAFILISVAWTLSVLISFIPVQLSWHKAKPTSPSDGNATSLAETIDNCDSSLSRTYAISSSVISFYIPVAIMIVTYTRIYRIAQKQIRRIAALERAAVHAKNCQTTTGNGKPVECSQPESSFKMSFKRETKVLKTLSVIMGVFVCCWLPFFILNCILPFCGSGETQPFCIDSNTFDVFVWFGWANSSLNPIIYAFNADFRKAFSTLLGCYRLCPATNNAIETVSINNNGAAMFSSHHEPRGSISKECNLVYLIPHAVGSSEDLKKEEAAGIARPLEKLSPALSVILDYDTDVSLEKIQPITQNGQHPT
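HEK293 T-REx cells expressing inducible, force-coupled D1 receptor; no-wash Ca dye, 30–90 min RT. Cmpd → 180 s read at 1 Hz → EC80 DA → 180 s read.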
D2 antag: antagonists of human D2 dopamine receptor | P14416 | HEK293 TREx D2 cells, calcium flux, dopamine EC80 | inhibition, % at 10 µM | actives 2% (n = 340,000) | AID 485344; in the data active means inhibition above about 30%; further: 0% is about no effect
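Calcium flux kinetic readout in an inducible HEK293 TREx D2 line plated overnight at 30 C. After 180 s compound exposure, an EC80 dopamine challenge follows with another 180 s kinetic read to detect antagonism.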
D2 ag: activates the human D2 dopamine receptor; actives 0.53% (n = 340,000); HEK293 T-REx D2 cells, calcium flux agonist mode; activation, % at 2 µM; AID 485358;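 active means activation over 3 SD above normal in the single-dose calcium agonist read, cut at about 30% in these data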; further: 0% is about no effect
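In this primary screen, compounds producing a positive calcium signal within 180 s of addition to tetracycline-induced, force-coupled HEK293 Trex D2 cells are flagged; cells are dye-loaded with a no-wash calcium kit beforehand.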
RXFP1 antagonist: blocks the human relaxin receptor RXFP1; Q9HBX9; HEK293-RXFP1, relaxin-stimulated cAMP HTRF, 30 min; active compounds read low; activity change, negative = inhibition, % at 57.5 µM; actives 0.59% (n = 350,000);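 active means activity change of -60% or lower, but not beyond a set lower limit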; further: on the % scale 0 is the no-effect control and ±100 the full control effect
D1 agonist: agonists of human D1 dopamine receptor | actives 1% (n = 360,000) | HEK293 T-REx D1 cells, calcium flux, agonist mode | activation, % at 2 µM | P21728; further: 0% is about no effect
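Tetracycline-induced HEK293 TREx D1 cells, force-coupled to calcium signalling, were dye-loaded with a no-wash calcium kit. Compound was pin-added after a 10 s baseline. Fluorescence was read kinetically at 1 cycle/s for 180 s, with calcium rises flagged as agonism.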
D1 PAM: potentiators of human D1 dopamine receptor. potentiation, % at 10 µM. AID 504651. actives 0.036% (n = 360,000). P21728. HEK293 TREx D1 cells, calcium flux, dopamine EC20 potentiation; in the data active means potentiation above about 30%; further: 0% is about no effect
TRHR agonist: TRH receptor (human) agonism. P34981. actives 0.18% (n = 360,000). TRHR cells, calcium flux fluo-8, FDSS agonist mode. activation, % at 2 µM; further: 0% is about no effect
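Read-out: compound-evoked intracellular calcium rise in TRHR cells, fluo-8 dye, kinetic FDSS fluorescence at 1 s/cycle following a 10-cycle baseline. Cells cultured overnight before dye loading (30 min–1.5 h, RT).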
The depositor's hits bear a star; / = not tested or not shown; & = joins results of further samples. Unless noted, no stated cut-off is given here; in the data, active means activation above about 30%; inactive means the rest.

SMILES	D2 potentiator	TRHR PAM	D1 antag	D2 antag	D2 ag	RXFP1 antagonist	D1 agonist	D1 PAM	TRHR agonist
NC(=O)COC(=O)C1CSC2(c3ccc(F)cc3)CCC(=O)N12 (stereo not drawn)	/	-5	-7	2	-3.1	-7	1	-9	0.1
Cc1[nH]c(=O)[nH]c(=O)c1S(=O)(=O)Nc1ccc(F)cc1F	-2	-2	10	-4	0.5	5	1	-3	0.1
C(=N\N1CCN(c2ccccc2)CC1)/c1ccccc1	-8	1	-7	16	7.5	-9	0	-3	0.1
c1cncc(CNc2c3c(nc4nnnn24)CCCC3)c1	-7	12	8	-9	0.0	13	2	4	0.1
CCOc1ccc2c(c1)OC(c1ccccc1)(C(F)(F)F)NC2=O (stereo not drawn)	-5	-2	2	-14	-0.1	-11	0	-7	0.0
C/C(NC(=O)c1cccc(F)c1)=C1/C(=O)C[C@@H]2[C@H]1C2(C)C	23	10	-23	-3	-1.1	/	0	-1	-0.2
CCN(CC)S(=O)(=O)c1cc(NC(=O)Cn2cnc3ccccc3c2=O)ccc1C	-10	-6	7	-3	-0.6	23	11	-1	0.0
N=c1sccn1CC(=O)Nc1cccc(Oc2ccccc2)c1	-13	12	3	7	0.9	-8	21	-3	1.9
Clc1ccccc1CN1CCN(/N=C/c2ccncc2)CC1	14	12	-1	-24	1.0	-18	17	0	-1.4
CC(=O)Nc1c(C)nn(C(C)=O)c1C	-2	2	-4	15	1.6	-5	1	-1	0.1
CN(C)c1ccccc1C(=O)N1CCC(n2nccc2NC(=O)C2CC2)CC1	-9	-1	22	-1	0.6	-7	2	1	0.4
COc1ccc(CCN2C(=O)C3C4CC(C5C(C(=O)NN)=NOC45)C3C2=O)cc1OC (stereo not drawn)	-5	-4	-1	10	-0.4	-3	-1	-4	-1.2
Cc1ccc(NC(=O)C(Nc2cccc(C)c2)c2ccccc2)cc1 (stereo not drawn)	18	0	-4	18	-1.3	-25	3	8	-0.6
COc1ccc(N2CCN(C(=O)Nc3ccccc3Cl)CC2)cc1	-1&-7	3&1	-3&14	15	0.7&0.3	-15&-10	3&1	-3&-1	0.4&0.9
O=C(NC1=NCCS1)c1csc2ccccc12	6	0	4	14	0.2	6	0	-2	0.1

Reprinted at random: 5 entries already listed
SMILES	D2 potentiator	TRHR PAM	D1 antag	D2 antag	D2 ag	RXFP1 antagonist	D1 agonist	D1 PAM	TRHR agonist
COc1ccc(CCN2C(=O)C3C4CC(C5C(C(=O)NN)=NOC45)C3C2=O)cc1OC (stereo not drawn)	-5	-4	-1	10	-0.4	-3	-1	-4	-1.2
CCN(CC)S(=O)(=O)c1cc(NC(=O)Cn2cnc3ccccc3c2=O)ccc1C	-10	-6	7	-3	-0.6	23	11	-1	0.0
C(=N\N1CCN(c2ccccc2)CC1)/c1ccccc1	-8	1	-7	16	7.5	-9	0	-3	0.1
NC(=O)COC(=O)C1CSC2(c3ccc(F)cc3)CCC(=O)N12 (stereo not drawn)	/	-5	-7	2	-3.1	-7	1	-9	0.1
Cc1[nH]c(=O)[nH]c(=O)c1S(=O)(=O)Nc1ccc(F)cc1F	-2	-2	10	-4	0.5	5	1	-3	0.1

Two neighbouring compounds already listed, for reference:
SMILES	D2 potentiator	TRHR PAM	D1 antag	D2 antag	D2 ag	RXFP1 antagonist	D1 agonist	D1 PAM	TRHR agonist
N=c1sccn1CC(=O)Nc1cccc(Oc2ccccc2)c1	-13	12	3	7	0.9	-8	21	-3	1.9
Clc1ccccc1CN1CCN(/N=C/c2ccncc2)CC1	14	12	-1	-24	1.0	-18	17	0	-1.4

(more compounds)
SMILES	D2 potentiator	TRHR PAM	D1 antag	D2 antag	D2 ag	RXFP1 antagonist	D1 agonist	D1 PAM	TRHR agonist
COCC(=O)NC1(c2nnnn2CCOC(=O)Nc2ccc(Cl)cc2)CCCCC1	/	-5	-18	-14	0.7	-13	4	-3	0.4
O=S(=O)(Nc1cc(Cl)ccn1)c1ccc(Cl)cc1	-2	0	-1	10	-2.1	31	2	0	-1.0
CCOc1ccc(-c2nc(Cn3c(=O)cc(-c4ccccc4)c4c(C)nn(C)c43)c(C)o2)cc1OC	/	-3	1	/	0.2	-5	0	-6	0.3
Cc1ccc(-c2noc(-c3cccnc3NCc3ccc(Cl)cc3)n2)cc1	-14	14	-9	/	-1.4	/	7	-3	0.3
CCc1cccc2sc(N3CCN(C(=O)C4CC4)CC3)nc12	0	-6	/	/	/	-3	-2	1	-0.2
CC1(C)Cc2cccc(OCC(=O)N3CCN(S(=O)(=O)c4ccc(F)cc4)CC3)c2O1	6	-8	1	-11	-0.9	8	0	-3	-1.1
COc1cc(OC)c(C2Nc3ccccc3-c3nnc(SCc4ccccc4)nc3O2)cc1OC (stereo not drawn)	-3	-1	9	/	-0.6	/	8	-1	-0.9
Cc1ccccc1-n1cc(CNC(=O)CC2C(=O)NCCN2C/C=C/c2ccccc2)cn1 (stereo not drawn)	-1	-4	2	21	1.0	6	1	4	-0.3
Cc1nn(C)c(C)c1S(=O)(=O)N(CC(=O)NCCCN1CCC(C)CC1)c1ccc(C(C)C)cc1	-14	1	-3	-26	-0.8	12	1	0	0.4
CC(C)Cn1c(SCC(=O)N2CCCCC2)nc2ccccc2c1=O	2	-4	1	-1	-0.1	0	0	-4	0.3
COc1ccc(C(=O)N/N=C/c2ccc(OC)c(CN3CCN(c4ccc(F)cc4)CC3)c2)cc1	0	-2	-2	0	0.4	-8	1	-3	-0.2
CC(NC(=O)Cn1cc(C(=O)C2CC2)c2ccccc21)c1ccccc1 (stereo not drawn)	2	-3	5	-10	0.7	4	4	0	0.7
Cc1oc(-c2ccc(Cl)cc2)cc1-c1nn2c(-c3ccoc3C)nnc2s1	21	12	-21	1	-2.3	-3	2	7	-0.1
CCN(Cc1ccccc1)C(=O)c1cccc(OC2CCN(C(=O)C3CC3)CC2)c1	13	-5	16	5	0.6	-10	12	-5	-0.9
COc1ccccc1CNS(=O)(=O)c1ccc(N2CCCCS2(=O)=O)cc1	5	-5	-15	/	1.1	-3	17	1	0.4
Cc1ccc(C(=O)Nc2c(C)cc(-c3ccccc3)oc2=O)cc1	-6	-4	9	31*	-0.2	0	2	6	-0.9
COc1ccc(/C=N/NC(=O)c2cccc(NC(C)=O)c2)c(C(=O)O)c1OC	-6	-7	-3	6	-0.1	-1	-1	-2	0.5
C/C(CC(=O)Nc1cccc(Cl)c1Cl)=N\NC(=O)c1ccccc1N	-2	0	17	-7	0.5	-35	6	3	0.0
CC(C)c1nnc(NC(=O)C2CCN(C(=O)c3ccco3)CC2)s1	1	-5	-2	18	-0.4	-26	-1	-5	-0.1
CCOC(=O)N1CCc2c(sc3c2c(=O)n(Cc2ccccc2)c(=O)n3CC(=O)Nc2ccc(C)c(C)c2)C1	-5	1	-6	/	0.8	13	1	0	0.5
Cc1ccc(NS(=O)(=O)c2ccc(-c3coc(C)n3)cc2)c(C)c1	5	17	-39*	6	-1.0	3	27	-10	-0.1
CC(NC(=O)COC(=O)c1ccc(Cl)cc1O)c1ccc(F)cc1 (stereo not drawn)	1	1	-27	-5	2.1	-13	40*	-14	0.2
CN1CCC(OC(=O)C23CCC(C)(C(=O)O2)C3(C)C)CC1 (stereo not drawn)	-5	-1	19	-3	0.3	-12	0	4	0.4
CCCn1c(N)c(N(CCOC)C(=O)c2cc(C)cc(C)c2)c(=O)[nH]c1=O	24	16	-12	-12	-2.2	-3	5	-8	-2.5
CN(C)C=Nc1ncc2c3ccccc3n(CCN(C)C)c2c1C#N	-2	6	21	-5	-0.2	-10	1	0	0.3
CC(=O)n1nc(-c2ccco2)nc1N	7	6	4	-3	-1.1	1	5	-3	0.0
COc1ccc(Br)cc1CN1C(=O)NC2(CCCCCC2)C1=O	20	-3	-33*	6	2.0	-19	31*	/	2.5
CCOC(=O)Cc1csc(NS(=O)(=O)c2ccc(SC)cc2)n1	-3	-3	1	2	-0.2	-22	-1	-4	0.5
CCCC(=O)Nc1cnc(NC(=O)c2cccc(F)c2)cc1C	8	13	10	-4	0.8	-3	7	-4	-1.3
COc1cc(/C=N/NC(=O)CSc2cc(C)c(Br)cc2C)ccc1O	2	-8	-6	-11	0.0	-12	6	0	-0.2
O=C(COc1nsnc1N1CCOCC1)Nc1ccc([N+](=O)[O-])cc1	-5	-5	-21	15	-1.5	-8	23	/	0.6
Cc1cc(=O)[nH]c(=S)[nH]1	2	-9	-12	7	-0.4	-9	1	-3	-0.5
CC(C)N1CCN(Cc2cc(F)ccc2-n2cccn2)CC1CCO (stereo not drawn)	-1	-4	2	-1	0.3	-4	0	4	-0.8
COc1cccc2cc(C(N)=O)/c(=N/NC(=O)COc3ccc(Cl)cc3)oc12	7	3	-5	-7	0.6	/	1	-2	-0.2
Cc1ccc(NC(=O)CC2Sc3ccc(C(F)(F)F)cc3NC2=O)cc1 (stereo not drawn)	-11	15	-8	/	1.8	-11	4	0	1.1
COc1ccccc1Nc1nc(N)nc(CSc2nccn2C)n1	-21	-1	9	10	0.3	-7	1	-3	0.2
CCOc1ccccc1OCC(=O)NNC(=S)NC1CCCCC1	12	-5	27	-10	-0.3	0	2	-2	0.5
Cc1ccc(C)c2[nH]c(=O)c(CN(CC3CCCO3)S(=O)(=O)c3ccc4c(c3)OCCO4)cc12 (stereo not drawn)	4	3	-10	-36	0.1	-6	1	2	-0.6
Nc1nnc(CSCc2ccc(Cl)cc2)s1	-8	-2	3	18	0.3	19	-1	1	-0.7
Cc1ccc(S(=O)(=O)N2CCC(=O)N(C(COCc3cccc(C)c3)Cc3ccccc3)CC2)cc1 (stereo not drawn)	1	-1	14	10	4.6	/	14	-2	5.7
CC1CCCCC1NC(=O)c1ccc(S(=O)(=O)N2CCCC2)cc1 (stereo not drawn)	5	7	6	6	0.5	-4	0	2	-0.7
Cc1ccc(N(C)C(=O)c2ccc(CNc3c(N4CCC(C)CC4)c(=O)c3=O)cc2)cc1	/	0	-14	/	/	-2	2	-5	-0.9
O=C(Nc1cc(C(F)(F)F)ccc1Cl)c1cnn(-c2ccccc2)c1-n1cccc1	-3	-2	3	/	1.4	-26	9	1	1.9
CN(C)S(=O)(=O)c1ccc(C(=O)Nc2nnc(-c3ccco3)o2)cc1	-2	-4	27	8	-0.3	-3	-1	-4	0.3
O=C(Nc1ccccc1C(F)(F)F)c1ccsc1	2	1	20	17	0.2	-11	-2	1	0.1
C#CCNC(=O)C1=C[C@@H](c2csc3ccccc23)C[C@@H](OCc2ccc(CO)cc2)O1	4	7	-4	15	-0.5	/	11	-2	0.5
Cc1cccc(CN2CCN(Cc3ccco3)CC2)c1	-11	4	1	-8	0.1	-2	2	-2	-2.6
CCOc1ccccc1OC(=O)CN1C(=O)c2ccccc2C1=O	-2	-4	-16	2	-0.5	2	4	2	0.4
COC(=O)c1ccccc1NC(=O)c1cc2nc(C3CC3)cc(C(F)(F)F)n2n1	-6	0	3	0	-0.1	-21	0	1	0.3
O=C1C2C3C=CC(C3)C2C(=O)N1c1ccccc1 (stereo not drawn)	/	4	15	/	/	-4	0	-4	0.9
COc1cc(NC(=O)c2cc3cccc(OC)c3o2)cc(C(=O)Nc2cccc(C(F)(F)F)c2)c1	-9	-3	-11	-17	0.6	/	6	-4	0.2

Compound activity from PubChem.
